ADAM10 inh – human ADAM10 inhibitors, primary screen, biochemical, QFRET, HTS. recombinant ADAM10, EDANS/DABCYL FRET peptide cleavage, 3 h. Disintegrin and metalloproteinase domain-containing protein 10 (Homo sapiens), O14672. inhibition, % at 7 µM. 370,000 compounds, 0.62% hits;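 active means inhibition above a per-campaign cutoff equal to the mean of compounds falling between control-based bounds plus 3 SD, cut at about 20% in these data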;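 further: 0% = DMSO wells while the 100% control is not disclosed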
Target sequence (O14672 214-748 limits assumed): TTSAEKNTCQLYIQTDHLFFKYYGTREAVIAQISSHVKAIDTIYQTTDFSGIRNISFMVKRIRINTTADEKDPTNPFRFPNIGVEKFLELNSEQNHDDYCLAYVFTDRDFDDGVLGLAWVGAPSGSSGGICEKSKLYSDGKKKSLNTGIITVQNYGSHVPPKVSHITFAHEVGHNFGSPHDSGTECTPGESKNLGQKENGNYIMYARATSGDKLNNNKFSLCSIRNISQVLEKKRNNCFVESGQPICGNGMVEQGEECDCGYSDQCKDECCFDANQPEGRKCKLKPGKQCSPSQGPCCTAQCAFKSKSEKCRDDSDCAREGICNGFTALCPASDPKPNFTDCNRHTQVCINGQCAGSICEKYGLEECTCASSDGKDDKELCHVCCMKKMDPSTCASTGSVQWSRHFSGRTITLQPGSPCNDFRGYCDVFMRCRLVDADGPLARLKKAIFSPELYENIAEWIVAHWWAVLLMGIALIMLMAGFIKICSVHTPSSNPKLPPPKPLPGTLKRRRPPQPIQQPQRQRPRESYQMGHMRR
DAX1 inh-1 – DAX1 (NR0B1) inhibitors, primary screen, cell-based, HEK293, Gal4-DAX1, luciferase luminescence; Nuclear receptor subfamily 0 group B member 1 (Homo sapiens), P51843; HEK293 Gal4-DAX1 luciferase reporter; inhibition, % at 6.75 µM; 340,000 compounds, 0.99% hits; AID 504766, 2011;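 active means inhibition above the mean over all tested compounds plus 3 SD, cut at about 4.2% in these data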;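 further: 0% = DAX1-transfected cells with DMSO and 100% = empty-vector control cells with DMSO; inhibition shows as a rise in luminescence from relieved DAX1 repression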
ADAM17 inh – ADAM17 inhibitors, primary screen, biochemical, QFRET | Disintegrin and metalloproteinase domain-containing protein 17 (Homo sapiens), P78536 | recombinant ADAM17, EDANS/DABCYL FRET peptide cleavage | inhibition, % at 6.95 µM | 370,000 compounds, 0.83% hits | AID 720648, 2013;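 active means inhibition above the mean of compounds lying between control limits plus 3 SD, set per campaign, cut at about 8.5% in these data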;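 further: 0% = DMSO-only wells as the low control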
Target sequence (P78536 215-824 limits assumed): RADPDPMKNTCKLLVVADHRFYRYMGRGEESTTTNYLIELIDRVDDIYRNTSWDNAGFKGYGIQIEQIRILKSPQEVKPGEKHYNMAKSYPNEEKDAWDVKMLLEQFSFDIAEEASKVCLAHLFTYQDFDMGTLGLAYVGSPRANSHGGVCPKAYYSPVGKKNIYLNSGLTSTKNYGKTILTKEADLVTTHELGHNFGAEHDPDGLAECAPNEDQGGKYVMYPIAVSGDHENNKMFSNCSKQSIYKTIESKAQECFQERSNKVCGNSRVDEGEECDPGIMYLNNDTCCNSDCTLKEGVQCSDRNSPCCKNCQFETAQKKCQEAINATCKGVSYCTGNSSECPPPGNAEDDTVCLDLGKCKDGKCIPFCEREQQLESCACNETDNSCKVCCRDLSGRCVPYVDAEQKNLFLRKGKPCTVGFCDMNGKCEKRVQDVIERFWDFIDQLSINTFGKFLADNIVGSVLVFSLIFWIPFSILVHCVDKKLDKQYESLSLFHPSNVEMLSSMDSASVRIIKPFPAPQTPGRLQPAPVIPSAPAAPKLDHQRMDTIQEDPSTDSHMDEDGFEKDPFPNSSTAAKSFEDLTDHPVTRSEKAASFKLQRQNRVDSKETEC
GAA850 FXN act – FXN promoter activators, primary screen, cell-based, luciferase luminescence, HEK293 lucGAA850 | HEK293 lucGAA850 FXN promoter luciferase reporter, 24 h; percent of 10 µM SAHA response | 360,000 compounds, 0.56% hits | AID 540364, 2011 | activation, % at 6 µM;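 active means activation above the average of all compounds screened plus 3 SD, cutoff fixed separately per campaign, cut at about 7.5% in these data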;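 further: 0% = DMSO wells and 100% = 10 µM SAHA wells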
GC-A act – GC-A stimulated cGMP production enhancers – HEK293 GC-A cells, cGMP TR-FRET, EC30 ANP, primary screen | 0% at EC30 ANP, 100% saturating ANP | activation, % at 10 µM | 370,000 compounds, 0.14% hits | AID 1671463, 2021; in the data active means activation above about 40%
ssDAF12 agonist – S. stercoralis DAF-12 nuclear receptor activators, primary screen, cell-based, luminescence, HEK293, GRIP1 co-expression, lit1-tk-luc; Nuclear hormone receptor DAF-12 (Strongyloides stercoralis); HEK293 ssDAF-12/GRIP1 lit1-tk-luc reporter; % of 3 µM dafachronic acid response; 370,000 compounds, 1% hits; activation, % at 6.8 µM;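 active means activation above the mean over all tested compounds plus 3 SD, cut at about 0.9% in these data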;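 further: 0% = DMSO-only wells and 100% = 3 µM delta7-dafachronic acid wells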
hcDAF-12 act – H. contortus DAF-12 nuclear receptor activators, primary screen, cell-based, luminescence, HEK293, lit1-tk-luc reporter | HEK293 hcDAF-12 lit1-tk-luc reporter; 0% DMSO, 100% Δ7-dafachronic acid | activation, % at 6.8 µM | 370,000 compounds, 1.4% hits;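 active means activation above the mean of all tested compounds plus 3 SD, cut at about 5.5% in these data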;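 further: 100% = response to 3 µM Δ7-dafachronic acid high control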
SMARCA2 act – SMARCA2 (BRM) function activators, primary screen, cell-based, luminescence, high throughput; MG213 cells, MMTV-luciferase reporter, dexamethasone, overnight; activation, % at 9.1 µM; 370,000 compounds, 1% hits; AID 652017, 2013; in the data active means activation above about 7.8%;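 further: 0% = vehicle wells and 100% = reference activator wells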
DAX1 inh-2 – DAX1 (NR0B1) inhibitors on StAR promoter, primary screen, cell-based, luminescence, SF-1 (NR5A1), full-length DAX-1. HEK293T StAR-luciferase reporter, SF-1/DAX-1 repression relief. inhibition, % at 6.8 µM. 370,000 compounds, 1.1% hits. AID 652010, 2013;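 active means inhibition above the mean over all tested compounds plus 3 SD, cut at about 3.6% in these data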;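 further: 0% = DAX-1 cells with DMSO and 100% = cells lacking DAX-1 with DMSO; higher inhibition means more luminescence from relief of DAX-1 repression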
hgDAF12 agonist – H. glycines DAF-12 receptor agonists, primary screen, cell-based, luminescence, HEK293, GAL4 fusion, UAS-luciferase. activation, % at 6.8 µM. 370,000 compounds, 1.8% hits. Nuclear hormone receptor DAF-12 (Heterodera glycines), GAL4 fusion. AID 687014, 2013. HEK293 GAL4-hgDAF12 UAS-luciferase reporter, agonist luminescence; normalized to butyrate control;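 active means activation above a cutoff set at the mean of all screened compounds plus 3 SD, cut at about 10% in these data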;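 further: 0% = DMSO wells and 100% = sodium butyrate wells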
PG9 Ab binder – binders of HIV-1 gp120 antibody PG9, primary screen, biochemical, TR-FRET | TR-FRET gp120-PG9 antibody binding | inhibition, % at 6.7 µM | 360,000 compounds, 0.43% hits | AID 624416, 2012; in the data active means inhibition above about 8.5%
The depositor's hits bear a star.

Results for O=C1c2ccccc2S(=O)(=O)c2cc(C(=O)N3CCC(N4CCCC4)CC3)ccc21 ?
ADAM10 inh: 2; DAX1 inh-1: 0.0; ADAM17 inh: 0; GAA850 FXN act: -0.5; GC-A act: 4; ssDAF12 agonist: -1.3; hcDAF-12 act: -1.5; SMARCA2 act: 0; DAX1 inh-2: 0.2; hgDAF12 agonist: -1.1; PG9 Ab binder: -0.7

How did CCOc1cccc(-c2nn3c(-c4cc(C)[nH]n4)nnc3s2)c1 do in these assays?
ADAM10 inh: -2; DAX1 inh-1: 1.3; ADAM17 inh: 0; GAA850 FXN act: -0.8; GC-A act: 0; ssDAF12 agonist: -1.5; hcDAF-12 act: -1.7; SMARCA2 act: 0; DAX1 inh-2: -0.6; hgDAF12 agonist: -2.2; PG9 Ab binder: -2.4

How did FC(F)(F)c1ccccc1CN1CCN(C2CCCCCC2)CC1 do in these assays?
ADAM10 inh: -8; DAX1 inh-1: -0.2; ADAM17 inh: 0; GAA850 FXN act: -1.7; GC-A act: -4; ssDAF12 agonist: -0.8; hcDAF-12 act: -0.9; SMARCA2 act: -3; DAX1 inh-2: -0.2; hgDAF12 agonist: 5.3; PG9 Ab binder: -2.1

What do the screens show for `COc1ccccc1NC(=O)Cn1nnc(-c2ccccc2NC(=O)c2ccco2)n1`?
ADAM10 inh: -6; DAX1 inh-1: 0.6; ADAM17 inh: -2; GAA850 FXN act: -0.7; GC-A act: 0; ssDAF12 agonist: -0.7; hcDAF-12 act: 1.4; SMARCA2 act: -1; DAX1 inh-2: -0.3; hgDAF12 agonist: 0.7; PG9 Ab binder: 1.2

How did COc1ccc(C2c3c(ncn(CCCO)c3=N)Oc3ccc4ccccc4c32)cc1 (stereo not given) do in these assays?
ADAM10 inh: 12; DAX1 inh-1: -2.0; ADAM17 inh: 4; GAA850 FXN act: -4.6; GC-A act: -21; ssDAF12 agonist: -0.9; hcDAF-12 act: -0.8; SMARCA2 act: -7; DAX1 inh-2: -0.5; hgDAF12 agonist: -2.2; PG9 Ab binder: -1.6

What do the screens show for `C=CCN(C(=O)[C@@H](CCCC)[C@@H](O)c1ccc(C(C)=O)cc1)c1ccccc1`?
ADAM10 inh: 3; ADAM17 inh: 0; GC-A act: -30; ssDAF12 agonist: -1.5; hcDAF-12 act: -0.6; SMARCA2 act: -2; DAX1 inh-2: -1.2; hgDAF12 agonist: 4.3

How did Cc1c(C(=O)O)sc2c1c(=O)n(Cc1ccccc1)c(=O)n2C do in these assays?
ADAM10 inh: -2; DAX1 inh-1: 1.9; ADAM17 inh: -1; GAA850 FXN act: 5.0; GC-A act: -3; ssDAF12 agonist: -0.8; hcDAF-12 act: -0.8; SMARCA2 act: 0; DAX1 inh-2: -0.2; hgDAF12 agonist: 0.2; PG9 Ab binder: -2.6

What do the screens show for `Cc1cccc(NC(=O)c2cccc3c2C(=O)c2ccccc2-3)c1`?
ADAM10 inh: 0; DAX1 inh-1: 1.4; ADAM17 inh: -1; GAA850 FXN act: 3.9; GC-A act: 2; ssDAF12 agonist: 0.2; hcDAF-12 act: 2.2; SMARCA2 act: -2; DAX1 inh-2: 0.6; hgDAF12 agonist: 4.0; PG9 Ab binder: -3.0

How did CC(C(=O)Nc1nnc(C2CC2)s1)N1C(=O)C2CC=CCC2C1=O (stereo not given) do in these assays?
ADAM10 inh: 0; DAX1 inh-1: 0.0; ADAM17 inh: -1; GAA850 FXN act: 1.4; GC-A act: 0; ssDAF12 agonist: 0.2; hcDAF-12 act: -2.6; SMARCA2 act: 3; DAX1 inh-2: 2.0; hgDAF12 agonist: 2.2; PG9 Ab binder: 0.5

How did CCOc1ccc(N2C(=O)CC(N3CCC(O)(c4ccc(Br)cc4)CC3)C2=O)cc1 (stereo not given) do in these assays?
ADAM10 inh: 7; DAX1 inh-1: -0.9; ADAM17 inh: 1; GAA850 FXN act: -0.7; GC-A act: 3; ssDAF12 agonist: -1.2; hcDAF-12 act: -0.9; SMARCA2 act: 0; DAX1 inh-2: -0.8; hgDAF12 agonist: -2.0; PG9 Ab binder: -0.6

What do the screens show for `CCc1ccc(NC(=O)CSc2nc3ccccc3nc2N2CCCCC2)cc1`?
ADAM10 inh: 4; DAX1 inh-1: 0.6; ADAM17 inh: -1; GAA850 FXN act: -0.9; GC-A act: -2; ssDAF12 agonist: -0.8; hcDAF-12 act: 2.2; SMARCA2 act: 8; DAX1 inh-2: -0.2; hgDAF12 agonist: 1.4; PG9 Ab binder: 0.3

How did O=C(Nc1ccc(C(=O)O)cc1)/C(=C\c1cccc([N+](=O)[O-])c1)NC(=O)c1ccc(Br)o1 do in these assays?
ADAM10 inh: 1; DAX1 inh-1: -0.5; ADAM17 inh: 0; GAA850 FXN act: -2.1; GC-A act: -2; ssDAF12 agonist: -1.2; hcDAF-12 act: -0.9; SMARCA2 act: 2; DAX1 inh-2: -0.1; hgDAF12 agonist: -2.2; PG9 Ab binder: -3.5

What do the screens show for `CCOc1ccc(NC2c3ccccc3C(=O)N2c2ccc(Cl)cn2)cc1` (stereo not given)?
ADAM10 inh: -1; DAX1 inh-1: -0.1; ADAM17 inh: -2; GAA850 FXN act: 1.2; GC-A act: -8; ssDAF12 agonist: -0.2; hcDAF-12 act: 4.7; SMARCA2 act: 5; DAX1 inh-2: 1.3; hgDAF12 agonist: 6.3; PG9 Ab binder: -1.2

What do the screens show for `O=C(NC1(C(F)(F)F)N=C2SCCN2C1=O)C1CCCCC1` (stereo not given)?
ADAM10 inh: 4; DAX1 inh-1: 0.5; ADAM17 inh: -2; GAA850 FXN act: -1.2; GC-A act: -2; ssDAF12 agonist: -0.6; hcDAF-12 act: 0.7; SMARCA2 act: 1; DAX1 inh-2: -0.4; hgDAF12 agonist: 0.5; PG9 Ab binder: -1.2

How did O=C(CCc1c[nH]c2ccccc12)NCCc1ccccc1 do in these assays?
ADAM10 inh: 9; DAX1 inh-1: -0.2; ADAM17 inh: 4; GAA850 FXN act: -0.6; GC-A act: 0; ssDAF12 agonist: -0.7; hcDAF-12 act: 0.0; SMARCA2 act: 0; DAX1 inh-2: -0.1; hgDAF12 agonist: 1.0; PG9 Ab binder: -0.7

Results for C#CCn1c(=NC(=O)c2cccs2)sc2cccc(OCC)c21 ?
ADAM10 inh: -31; DAX1 inh-1: -0.5; ADAM17 inh: -5; GAA850 FXN act: 2.5; GC-A act: 0; ssDAF12 agonist: -0.5; hcDAF-12 act: -1.5; SMARCA2 act: -2; DAX1 inh-2: -0.2; hgDAF12 agonist: 1.1; PG9 Ab binder: -1.1

Results for Cc1cc(-c2n[nH]c(=S)n2-c2ccc(F)cc2)nn1C ?
ADAM10 inh: 9; DAX1 inh-1: -0.1; ADAM17 inh: 2; GAA850 FXN act: 1.4; GC-A act: 1; ssDAF12 agonist: -2.2; hcDAF-12 act: 0.1; SMARCA2 act: -1; DAX1 inh-2: -0.1; hgDAF12 agonist: 1.4; PG9 Ab binder: -0.5

What do the screens show for `CCOC(=O)c1c[nH]n2c(=O)cc(C)nc12`?
ADAM10 inh: -2; ADAM17 inh: -1; GAA850 FXN act: 1.1; GC-A act: 4; ssDAF12 agonist: -1.1; hcDAF-12 act: -2.1; SMARCA2 act: -3; DAX1 inh-2: -0.1; hgDAF12 agonist: 1.7; PG9 Ab binder: -1.4

How did CCC(=O)Nc1cnc(NC(=O)c2cccc(F)c2)cc1C do in these assays?
ADAM10 inh: 3; DAX1 inh-1: -0.2; ADAM17 inh: -1; GAA850 FXN act: 3.0; GC-A act: -1; ssDAF12 agonist: 0.0; hcDAF-12 act: 2.7; SMARCA2 act: 4; DAX1 inh-2: 2.5; hgDAF12 agonist: 8.1; PG9 Ab binder: -0.6

Results for COc1ccc(CCN2C(=O)C3CC(C)=C(C)CC3C2=O)cc1OC (stereo not given) ?
ADAM10 inh: -6; DAX1 inh-1: -0.2; ADAM17 inh: -2; GAA850 FXN act: -2.8; GC-A act: 2; ssDAF12 agonist: -1.6; hcDAF-12 act: -1.4; SMARCA2 act: -1; DAX1 inh-2: -0.1; hgDAF12 agonist: 0.9; PG9 Ab binder: -2.7

The final two records of the section above are carried over, then new ones follow.
How did CCC(=O)Nc1cnc(NC(=O)c2cccc(F)c2)cc1C do in these assays?
ADAM10 inh: 3; DAX1 inh-1: -0.2; ADAM17 inh: -1; GAA850 FXN act: 3.0; GC-A act: -1; ssDAF12 agonist: 0.0; hcDAF-12 act: 2.7; SMARCA2 act: 4; DAX1 inh-2: 2.5; hgDAF12 agonist: 8.1; PG9 Ab binder: -0.6

Results for COc1ccc(CCN2C(=O)C3CC(C)=C(C)CC3C2=O)cc1OC (stereo not given) ?
ADAM10 inh: -6; DAX1 inh-1: -0.2; ADAM17 inh: -2; GAA850 FXN act: -2.8; GC-A act: 2; ssDAF12 agonist: -1.6; hcDAF-12 act: -1.4; SMARCA2 act: -1; DAX1 inh-2: -0.1; hgDAF12 agonist: 0.9; PG9 Ab binder: -2.7

What do the screens show for `COc1ccc(S(=O)(=O)NCC(c2cccnc2)N2CCN(c3ccccc3)CC2)cc1C` (stereo not given)?
ADAM10 inh: -8; DAX1 inh-1: 0.1; ADAM17 inh: -3; GAA850 FXN act: -0.6; GC-A act: 1; ssDAF12 agonist: -1.6; hcDAF-12 act: -1.6; SMARCA2 act: -2; DAX1 inh-2: -0.1; hgDAF12 agonist: -3.2; PG9 Ab binder: -0.8

What do the screens show for `COc1ccc(C(=O)COC(=O)c2ccco2)cc1`?
ADAM10 inh: -9; DAX1 inh-1: 2.0; ADAM17 inh: -3; GAA850 FXN act: 2.5; GC-A act: 1; ssDAF12 agonist: 0.2; hcDAF-12 act: 1.3; SMARCA2 act: 8; DAX1 inh-2: 0.4; hgDAF12 agonist: 9.9; PG9 Ab binder: 1.1

What do the screens show for `O=C(O)C1CCCN(S(=O)(=O)c2cccs2)C1` (stereo not given)?
ADAM10 inh: -3; DAX1 inh-1: 1.2; ADAM17 inh: -4; GAA850 FXN act: 0.5; GC-A act: 6; ssDAF12 agonist: -0.9; hcDAF-12 act: 0.8; SMARCA2 act: -3; DAX1 inh-2: -0.7; hgDAF12 agonist: -2.4; PG9 Ab binder: -2.9

How did C[C@@H]1C(c2ccccc2)CC(=O)C(=O)C[C@@H]1C(=O)N1CCCC1 (stereo not given in full) do in these assays?
ADAM10 inh: -6; ADAM17 inh: -3; GC-A act: 5; ssDAF12 agonist: -0.2; hcDAF-12 act: 0.1; SMARCA2 act: -3; DAX1 inh-2: 0.9; hgDAF12 agonist: 1.7

Screens from PubChem.
